Assay outcomes from PubChem.
IMPase Li inh = qHTS Assay for Identifying the Cell-Membrane Permeable IMPase Inhibitors: Potentiation with Lithium | CHO-M1 cells, IP1 TR-FRET (IP-One), carbachol + lithium | Potency, µM (titrated, usually from 59.4 µM), inactives show top-dose activity, negative = IMPase inhibition, actives largely listed as inhibitors | actives 0.35% (n = 210,000) | AID 1457, 2008;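 note: IP1 builds up when IMPase is blocked and the TR-FRET signal falls; plate controls were basal vehicle for no effect and high inhibitor control for full effect; nearly all actives have a fitted effect of over 50% in size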
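IP1 accumulation measured by competitive TR-FRET in lysed CHO-M1 cells after 30 min compound exposure at 37C, with a small lithium addition to potentiate weak responses. Hill-equation AC50 from ratio and donor-channel data.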
GAA glycogen = qHTS Assay for Inhibitors and Activators of Human alpha-Glucosidase Cleavage of Glycogen; Lysosomal alpha-glucosidase (Homo sapiens), P10253; recombinant GAA, glycogen substrate, Amplex Red glucose oxidase fluorescence; Potency, µM (titrated, usually from 76.4 µM), for the others: at the highest dose activity change, negative = inhibition, usual class: inhibitors; actives 0.38% (n = 300,000);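 note: 0% = full enzyme reaction and -100% = no-enzyme basal signal; the screen sought inhibitors and activators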
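Recombinant human enzyme (4 nM); glycogen substrate; 37 C, 40 min, pH 5.0. Readout: coupled glucose oxidase/Amplex Red fluorescence.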
GAA inh = qHTS Assay for Inhibitors of Human alpha-Glucosidase as a Potential Chaperone Treatment of Pompe Disease. Potency, µM (top dose mostly 76.9 µM), inactives show top-dose activity change, negative = inhibition, most hits filed as inhibitors. actives 0.005% (n = 200,000). AID 1466, 2008. purified human GAA, 4-MU-alpha-glucoside fluorescence;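 note: plate controls were uninhibited enzyme wells for no effect and no-enzyme background for full effect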
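Human enzyme at 4 nM with 400 uM 4-methylumbelliferyl-alpha-D-pyranoside, citrate/phosphate buffer pH 5.0, 0.005% Tween-20, 20 min at room temperature. Compounds up to 77 uM. 4-MU fluorescence (Ex 365/Em 440) read after NaOH/glycine stop; AC50 from Hill fit.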
GAA spleen mod = qHTS Assay for Inhibitors and Activators of Human alpha-Glucosidase From Spleen Homogenate; actives 0.006% (n = 240,000); human spleen homogenate, 4-MU-alpha-glucoside fluorescence; Lysosomal alpha-glucosidase (Homo sapiens), P10253; AID 2112, 2009; Potency, µM (top dose mostly 79.9 µM), for the others: at the highest dose activity change, negative = inhibition, usual class: inhibitors;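 note: 0% = enzyme with vehicle and -100% = no enzyme basal signal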
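AC50 values come from Hill-equation fits of concentration-response data, normalized to no-enzyme and full-activity controls. Enzyme source: 1 ug human spleen homogenate; 1 mM fluorogenic 4-MU glucoside, pH 5.0 citrate buffer, 37 C, 40 min.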
HttQ103 aggreg = qHTS Multiplex Assay to Identify Dual Action Probes in a Cell Model of Huntington: Aggregate Formation (GFP); PC12 HttQ103-GFP aggregates, Acumen cytometry, 40 h; Potency, µM (highest dose often 46.1 µM), for inactives: at the top dose activity change, negative = inhibition, hits mostly inhibitors; actives 1.1% (n = 220,000); AID 1688, 2009; note: % is set by controls: 0 for no effect and ±100 for the full control effect; nearly all actives have a fitted effect of over 60% in size
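Aggregates are detected as GFP objects 1–25 µm with signal 6 STDEV over background in lysates of induced PC12 cells. These carry Huntingtin exon 1 with 103 glutamines fused to GFP under an ecdysone promoter; compounds titrated.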
RGS12 GoLoco inh = qHTS Assay for Inhibitors of RGS12 GoLoco Motif Activity (Red Fluorophore); Guanine nucleotide-binding protein G(i) subunit alpha-1 (Homo sapiens), P63096; Gai1:RGS12 GoLoco peptide FP, rhodamine, 10 min; Potency, µM (highest dose often 61.6 µM), without a hit: at the top dose activity, negative = inhibition, hits mostly inhibitors; actives 0.44% (n = 230,000); AID 880, 2007; active = well fitted inhibition curve with a large enough effect, not every such curve was filed as active; inactive = no such curve, though single readings can be large or run the other way; note: % is set by controls: 0 for no effect and ±100 for the full control effect; nearly all actives have a fitted effect of over 30% in size; many of its hits are not listed in these tables
Target sequence (P63096 whole entry, looked up): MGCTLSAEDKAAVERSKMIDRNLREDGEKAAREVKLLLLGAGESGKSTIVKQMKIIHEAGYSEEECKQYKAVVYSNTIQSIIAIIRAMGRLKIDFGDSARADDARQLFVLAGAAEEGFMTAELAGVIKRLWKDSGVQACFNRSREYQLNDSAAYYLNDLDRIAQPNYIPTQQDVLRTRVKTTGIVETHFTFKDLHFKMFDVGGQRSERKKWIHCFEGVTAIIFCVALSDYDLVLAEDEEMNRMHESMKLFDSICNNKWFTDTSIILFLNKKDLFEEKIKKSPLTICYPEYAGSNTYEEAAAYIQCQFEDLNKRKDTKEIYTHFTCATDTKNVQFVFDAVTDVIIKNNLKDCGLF
HTT cytoprotect = qHTS Multiplex Assay to Identify Dual Action Probes in a Cell Model of Huntington: Cytoprotection (ATP); actives 0.14% (n = 230,000); PC12 HTT-Q103 induced, cytoprotection, ATP luminescence, 40 h; AID 1471, 2008; Potency, µM (titrated, usually from 56.4 µM), without a hit: cytoprotection (ATP increase), most hits filed as activators;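 note: % of control where 0% means no effect; nearly all actives have a fitted effect of over 45% in size; toxic huntingtin expression switched on by the ecdysone agonist tebufenozide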
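Compounds added alongside 100 nM tebufenozide, which induces toxic Q103 huntingtin exon 1-GFP in stable PC12 cells; surviving cells quantified by luminescent ATP measurement. Medium: phenol red-free DMEM, 5% equine and 5% calf serum.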
* hit, by the source's call; ? = inconclusive; nt = not tested or not shown; [ ] = dose if it differs, or a comment. Unless noted, calls come from the whole dose curve; as a rule, active = well fitted curve in the direction sought with a large enough effect; inconclusive = small, poorly fitted or top-dose-only effect, or another doubt; inactive = no such curve, though single readings can be large; an effect the other way counts as inactive or inconclusive. Potency is the fitted concentration of half-maximal effect. These rows are one share of the data; rates above refer to the full screens.

SMILES | IMPase Li inh | GAA glycogen | GAA inh | GAA spleen mod | HttQ103 aggreg | RGS12 GoLoco inh | HTT cytoprotect
Cc1nnn(C23C[C@@H]4C[C@@H](CC(C(=O)N5CCN(c6ccccc6)CC5)(C4)C2)C3)n1 | nt | 3% | nt | 4% | -4%[9.22 µM] | 2% | 19%[10 µM]
COCCn1c(SCC(=O)NCc2ccco2)nnc1-c1c[nH]c2ccccc12 | 26%[38.3 µM] | -10% | -10% | -4% | 3% | 6% | 3%[10 µM]
CCOc1ccc(-n2c(COc3ccc(C)cc3)nnc2SCC(N)=O)cc1 | -12%[38.3 µM] | -10% | -4% | -2% | 5% | -1% | 16%
CCNC(=O)CSc1nc2ccccc2c(=O)n1-c1cc(OC)ccc1OC | 9%[38.3 µM] | 6% | -3% | -8% | 16% | 0% | -2%
COc1ccc(C2N(C(=O)N3CCOCC3)CCN2S(=O)(=O)c2ccc(C)cc2)cc1 (configuration not stated) | 29%[38.3 µM] | -1% | 0% | 3% | -11%[9.22 µM] | -8% | -10%
Cc1c(C)n(CC(O)CNCCO)c2ccccc12 (configuration not stated) | -3% | 13% | -2% | 3% | 26% | 7% | -34%[inhibitor]
Cc1ccc(C)c(NC(=O)CCC(=O)OC(C(=O)c2ccccc2)c2ccccc2)c1 (configuration not stated) | nt | -6% | -1% | -1% | -4% | nt | -26%
CCCCC(CC)C(=O)Nc1ccccc1C#N (configuration not stated) | 3%[38.3 µM] | 2% | -3% | -2% | 2% | -9% | 17%[10 µM]
COc1cccc(/C=C/C2=CC(C)(C)NC(=S)N2)c1 | -2% | -8% | 11% | 1% | -7%[9.22 µM] | 12% | 10%[10 µM]
COc1ccccc1N1CCN(/N=C/C=C/c2ccccc2[N+](=O)[O-])CC1 | nt | -4% | nt | 4% | 13%[9.22 µM] | 12% | 34%[10 µM]
O=C(O)c1ccc(-c2nc(-c3ccc(Cl)c(Cl)c3)cs2)cc1 | -5% | 6% | 2% | 7% | -6% | 8% | -12%
O=C(c1ccc(=O)[nH]n1)N1CCN(S(=O)(=O)c2ccc3ccccc3c2)CC1 | 6% | 3% | -13% | -26% | -18% | -25% | -10%
CCCC(C)NC(=O)c1sc2nc3n(c(=O)c2c1C)CCC3 (configuration not stated) | -2% | 13% | 1% | 2% | 30% | 11% | 15%[10 µM]
Cc1csc(NC(=O)C2CCCC2)n1 | 12%[38.3 µM] | 2% | 2% | -3% | -23% | -3% | -18%
CNC(=S)Nc1ccc2[nH]c(=O)[nH]c2c1 | 2% | ? | 1% | -3% | 26% | -5% | 7%[10 µM]
Cc1ccc(NC2=NC(c3ccc(F)cc3)n3c(nc(C)cc3=O)N2)c(C)c1 (configuration not stated) | nt | 0% | nt | -9% | -3%[9.22 µM] | 6% | 7%[10 µM]
CN(C(=O)/C(N=Nc1cccc(C(F)(F)F)c1)=C(\O)C(F)(F)F)c1ccccc1 | 9% | -19% | -2% | -8% | ? | 4% | 9%[10 µM]
Cc1ccc(Cl)cc1NC(=O)C(=O)N1CCCCC1 | 1% | -4% | -4% | -22% | 9% | 4% | nt
O=C(c1ccco1)N1N=C(c2ccncc2)CC1(O)C(F)(F)F (configuration not stated) | -5% | -13% | 10% | 2% | 18%[9.22 µM] | -3% | -14%[10 µM]
Cc1ccc(S(=O)(=O)NC(=O)NCc2ccc(F)cc2)cc1 | -5% | 10% | 9% | 2% | 8%[9.22 µM] | -7% | -31%[inhibitor]
O=C(CSc1nnc(-c2ccccn2)n1Cc1ccccc1)N1CCOCC1 | 1% | -5% | ? | 5% | -19%[9.22 µM] | 1% | 4%[10 µM]
COc1ccc(OC)c(NS(=O)(=O)c2ccc(NC(C)=O)cc2)c1 | 19%[38.3 µM] | 5% | -4% | 4% | -22% | 4% | -20%
O=S1(=O)CC2N=C(N(Cc3ccc(F)cc3Cl)c3ccccc3F)SC2C1 (configuration not stated) | nt | 8% | 5% | -1% | 24% | nt | 9%[10 µM]
O=C(COC(=O)Cc1ccc(F)cc1)NCc1ccco1 | 1% | -11% | -3% | -1% | 12% | -5% | 14%[10 µM]
O=C(CC1SC(=NCC2CCCO2)NC1=O)Nc1cc([N+](=O)[O-])ccc1Cl (configuration not stated) | -2% | 6% | -4% | 0% | 2% | 19% | 4%

Only GAA spleen mod, GAA glycogen and GAA inh, for some of the entries so far:
SMILES	GAA spleen mod	GAA glycogen	GAA inh
Cc1ccc(S(=O)(=O)NC(=O)NCc2ccc(F)cc2)cc1	2%	10%	9%
O=C(CSc1nnc(-c2ccccn2)n1Cc1ccccc1)N1CCOCC1	5%	-5%	?
COc1ccc(OC)c(NS(=O)(=O)c2ccc(NC(C)=O)cc2)c1	4%	5%	-4%
O=S1(=O)CC2N=C(N(Cc3ccc(F)cc3Cl)c3ccccc3F)SC2C1 (configuration not stated)	-1%	8%	5%

Fetched by structure from above (three):
SMILES | IMPase Li inh | GAA glycogen | GAA inh | GAA spleen mod | HttQ103 aggreg | RGS12 GoLoco inh | HTT cytoprotect
Cc1c(C)n(CC(O)CNCCO)c2ccccc12 (configuration not stated) | -3% | 13% | -2% | 3% | 26% | 7% | -34%[inhibitor]
Cc1ccc(NC2=NC(c3ccc(F)cc3)n3c(nc(C)cc3=O)N2)c(C)c1 (configuration not stated) | nt | 0% | nt | -9% | -3%[9.22 µM] | 6% | 7%[10 µM]
CCCCC(CC)C(=O)Nc1ccccc1C#N (configuration not stated) | 3%[38.3 µM] | 2% | -3% | -2% | 2% | -9% | 17%[10 µM]

Remaining list, next part
SMILES | IMPase Li inh | GAA glycogen | GAA inh | GAA spleen mod | HttQ103 aggreg | RGS12 GoLoco inh | HTT cytoprotect
CCOC(=O)CSc1nnc(-c2cccnc2)n1C | 0% | 12% | 10% | -3% | 2%[9.22 µM] | -16% | -3%[10 µM]
CNC(=O)c1ccsc1NC(=O)c1sc2ccccc2c1Cl | 10% | 2% | -4% | -1% | 3% | 22% | nt
O=C(O)CC(NC(=O)CCC1CCCCC1)c1cc([N+](=O)[O-])ccc1Cl (configuration not stated) | 9% | 0% | ? | -1% | -10% | -4% | -12%
COc1cccc(C(=O)N2CCOCC2)c1 | -8% | 7% | -11% | nt | -15% | -1% | -13%
Cn1c(C(O)c2ccc3c(c2)OCO3)nc2ccccc21 (configuration not stated) | 20%[38.3 µM] | -5% | 4% | -14% | -16% | 9% | 1%
CC1CCCCC12NC(=O)N(CC(=O)c1ccc[nH]1)C2=O (configuration not stated) | 1%[38.3 µM] | 5% | 1% | 0% | -15% | 30%[activator] | -20%[10 µM]
CC(=O)NCCn1c(SCC(=O)c2ccccc2)nc2ccccc2c1=O | -9%[38.3 µM] | -10% | -8% | -3% | 28% | -10% | -18%
Cc1ccc(NCN2C(=O)C3CC=CCC3C2=O)cc1 (configuration not stated) | 8% | 7% | -2% | 6% | -6% | 6% | 1%[1.9 µM]
CC1=C(C(N)=O)C(c2ccccc2)n2nc(-c3cccs3)nc2N1 (configuration not stated) | -6%[38.3 µM] | 15% | -9% | -4% | 15% | 9% | -6%
Cc1csc(NC(=O)c2ccccc2[N+](=O)[O-])n1 | 2%[38.3 µM] | -5% | -2% | -8% | -3% | -1% | -6%
O=C(O/N=C\c1ccc(N2CCCCC2)c([N+](=O)[O-])c1)c1cccc(C(F)(F)F)c1 | 12% | 9% | ? | -3% | ? | 5% | 11%[10 µM]
C=C1SC(=Nc2c(C)cccc2Cl)N(C(=O)c2sc3ccccc3c2Cl)C12CCCCC2 | nt | -1% | -3% | 9% | 13%[9.22 µM] | 8% | 13%[10 µM]
O=C(c1cccc(S(=O)(=O)N2CCOCC2)c1)N1CCN(Cc2ccc3c(c2)OCO3)CC1 | 12% | 11% | -5% | 0% | 9% | 3% | 0%[10 µM]
CC(=O)NNC(=O)CCn1c2c(c3ccccc31)CCCC2 | nt | -2% | nt | -3% | 1%[9.22 µM] | 2% | 12%[10 µM]
COc1cc(OC)cc(C(=O)NC(=S)NCc2ccco2)c1 | 7%[38.3 µM] | -5% | -2% | -6% | 7% | 7% | -18%
COc1ccc(Cc2n[nH]c(=S)n2N)cc1OC | -5% | ? | 6% | -11% | -3% | 4% | -36%[inhibitor]
COC(=O)N/N=C/c1cc(C)n(-c2ccccc2)c1C | 2% | 7% | 1% | 2% | -7% | -7% | -34%[10 µM]
CCOC(=O)c1cc(C)n(Cc2ccccc2)c1C | -3%[38.3 µM] | 1% | -15% | 4% | -3% | 16% | -3%
CCSc1nnc(NC(=O)/C=C/c2ccc3c(c2)OCO3)s1 | -6% | -7% | 3% | 2% | -5% | 13% | -1%[10 µM]
CC(OC(=O)c1cccs1)C(=O)NCc1ccccc1 (configuration not stated) | -5%[38.3 µM] | 0% | 11% | 4% | 13% | 4% | 2%[10 µM]
